SIRT5 block = sirtuin-5 (human) deacylase inhibition | actives 1.1% (n = 330,000) | inhibition, % at 15 µM | Purified SirT5, succinyl-peptide AMC, trypsin-coupled fluorescence | AID 652115; in the data active = inhibition above about 15%
Target sequence (Q9NXA8 whole entry, looked up): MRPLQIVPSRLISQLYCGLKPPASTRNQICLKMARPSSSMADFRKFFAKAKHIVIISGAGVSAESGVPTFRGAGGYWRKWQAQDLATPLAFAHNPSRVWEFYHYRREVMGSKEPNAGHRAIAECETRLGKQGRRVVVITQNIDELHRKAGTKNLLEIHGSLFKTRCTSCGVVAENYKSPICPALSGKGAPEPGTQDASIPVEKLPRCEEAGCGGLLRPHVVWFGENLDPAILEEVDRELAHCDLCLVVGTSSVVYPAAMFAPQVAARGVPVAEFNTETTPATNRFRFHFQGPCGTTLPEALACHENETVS
ERp5 block = inhibitors of human ERp5; Q15084; ERp5 insulin aggregation, absorbance 650 nm, 90 min; inhibition, % at 9.99 µM; actives 0.05% (n = 350,000);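 active = mean replicate inhibition above about 25%, with every replicate also reaching it, limit read from the data, passing the limit was not always enough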
Target sequence (Q15084 whole entry, looked up): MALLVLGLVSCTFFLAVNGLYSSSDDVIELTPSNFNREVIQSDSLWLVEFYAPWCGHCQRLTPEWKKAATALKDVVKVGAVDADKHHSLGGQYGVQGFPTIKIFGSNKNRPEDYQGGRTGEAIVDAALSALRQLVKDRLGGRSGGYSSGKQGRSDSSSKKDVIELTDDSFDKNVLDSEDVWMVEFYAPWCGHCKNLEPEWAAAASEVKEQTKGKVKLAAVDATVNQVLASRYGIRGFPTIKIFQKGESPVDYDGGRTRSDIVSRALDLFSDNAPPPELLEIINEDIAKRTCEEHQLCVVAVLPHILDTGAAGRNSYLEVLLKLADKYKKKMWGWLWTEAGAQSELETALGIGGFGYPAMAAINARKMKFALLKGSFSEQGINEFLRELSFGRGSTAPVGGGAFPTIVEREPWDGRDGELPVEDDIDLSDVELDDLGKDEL
Cneo AK release = causes C. neoformans cell lysis. actives 0.2% (n = 360,000). AID 651654. adenylate kinase release luminescence, 4 h; normalised: neutral wells 0, clomiphene wells 100. lysis activity, % at 15 µM;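 active = mean lysis activity across replicates of at least 80%, whatever share of replicates individually reach that level; inactive = mean lysis activity below 80%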
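Material – Cryptococcus neoformans yeast cells · Quantity – 5 × 10^6 yeast cells/mL · Buffer or medium – YPD medium · Compound – single dose · Timing – 4 h static compound exposure, 37 °C, read 1 h post-reagent · Signal – adenylate kinase release luminescence · Read-out basis – lysis from increased AK signal · Benchmarks – Clomiphene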
miR-122 sensor = blocks miR-122 activity in Huh7 sensor cells; Huh7 miR-122 Renilla luciferase sensor, 48 h; neutral wells = 0, positive control = 100; actives 0.3% (n = 340,000); activation (reporter increase), % at 12.5 µM;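 active = mean replicate activation score at least 90 and every replicate individually at or above 90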;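 note: higher luciferase means less miR-122 activity so hits act as miR-122 inhibitors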
esBAF inh = blocks esBAF chromatin remodeling in mouse ES cells; Bmi1-luciferase knock-in reporter, 24 h; 100% = twice the neutral-well signal; reporter increase, % at 12.5 µM; actives 2% (n = 350,000); AID 602393; in the data active = activation above about 40%;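 note: 0% = median of the plate's neutral control wells and 100% = double that signal; a rise in the Bmi1 reporter signal indicates esBAF inhibition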
C2C12 statin = suppression of simvastatin myotoxicity. C2C12 myotubes + simvastatin, ATP luminescence, 48 h; scaled: DMSO 0, geranylgeraniol control 100. rescue of ATP level, % at 7.49 µM. actives 0.78% (n = 330,000);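 active = mean ATP rescue above about 67%, or every replicate alone reaching that limit, limit read from the data, passing the limit was not always enough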;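 note: myotubes were challenged with 10 µM simvastatin during compound exposure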
ARNT-TACC3 inh = disrupts binding between human ARNT and TACC3; AlphaScreen His-ARNT PAS-B/GST-TACC3 binding, luminescence; TACC3 fragment carries E629A point mutation; inhibition, % at 9.99 µM; actives 0.66% (n = 390,000);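 active = mean inhibition of replicates at least 50% and at least half of replicates each reaching 50%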;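 note: 0% = complete ARNT plus TACC3 wells and 100% = ARNT alone without TACC3; many hits fall short of the cut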
* hit, by the source's call; nt = not tested or not shown; [ ] = dose if it differs, or a comment. Rows are unselected; overall some 4% were active at least once.

SMILES	SIRT5 block	ERp5 block	Cneo AK release	miR-122 sensor	esBAF inh	C2C12 statin	ARNT-TACC3 inh
CC(C)CC#Cc1ccc2c(c1)O[C@H](CN(C)Cc1ccncc1)[C@@H](C)CN([C@H](C)CO)S2(=O)=O	6.7	3.6	-0.6	23.4[16.7 µM]	-5.1	-68.3	2.9
O=C(/C=C/c1ccccc1Cl)NCCCn1ccnc1	-1.6	2.0	2.7	7.8	3.7	-8.1	4.3
CC(=O)N1CCC(N2CCN(c3ccccc3F)CC2)CC1	nt	nt	-1.4	2.3	-1.9	nt	-10.6
NS(=O)(=O)c1ccc(CCNC(=O)C2CCCN(S(=O)(=O)c3cccnc3)C2)cc1 (configuration not stated)	nt	4.1	-2.1	-8.5	7.3	4.8	nt
COCCC(=O)N1CCC(Oc2ccc(C(=O)N3C[C@@H]4CCC[C@H]3C4)cc2)CC1	-3.4	-10.3	3.9	-6.3	-12.1	-4.7	14.5
Cc1cccc(C)c1NC(=O)CSc1nc2c([nH]1)c(=O)n(C)c(=O)n2C	-1.3	-1.6	1.2	-0.2	0.3	-35.5	4.2
C#CCN(C[C@@H]1[C@@H](OC(=O)NCc2ccc(OC)c(OC)c2)[C@@H](OC(=O)NCc2ccc(OC)c(OC)c2)Cn2c(=O)ccc(=O)n21)S(=O)(=O)c1ccc(C)cc1	-4.7	6.5	-2.2	-13.3	4.6	-28.1	nt
CCCNC(=O)C[C@H]1CC[C@H]2[C@@H](COC[C@H](O)CN2C(=O)Nc2ccc3c(c2)OCO3)O1	-3.3	-2.7	-0.6	-3.8[16.7 µM]	13.6	14.2	9.0
C[C@H]1CN([C@@H](C)CO)C(=O)c2cc(NC(=O)CCN3CCOCC3)ccc2O[C@H]1CN(C)Cc1ccncc1	-4.7	-3.6	-4.7	1.5[16.7 µM]	4.3	-16.4	6.0
CC1CC(C)CN(S(=O)(=O)c2ccc(C(=O)N3CC(C)OC(C)C3)cc2)C1 (configuration not stated)	-0.3	1.9	0.1	-1.7	1.7	2.4	2.0
Cc1cccc(NC(=O)N2CCC(NC(=O)C3CCCCC3)CC2)c1	-0.3	1.2	-0.7	nt	-3.2	-3.8	1.6
O=C(NC(=S)Nc1ccc(S(=O)(=O)N2CCCCC2)cc1)c1ccccc1	nt	nt	0.5	29.1	1.0	-15.0	8.2
CCn1cc([N+](=O)[O-])c(C(=O)Nc2ccn(Cc3ccccc3)n2)n1	-0.7	-5.1	-1.4	-1.9	6.3	0.0	-14.8
CC1CN(C(=O)CCC(=O)N2CCN(c3ccccn3)CC2)c2ccccc2O1 (configuration not stated)	-9.7	0.8	0.0	-8.5	-0.7	16.6	5.3
Cc1ccc(CCC(=O)Nc2ncc(Cc3cccc(Cl)c3Cl)s2)o1	1.3	3.1	-0.8	25.4	-11.5	-24.6	-11.8
COc1ccc(Cc2nnc(Nc3ccc(Cl)cc3)[nH]c2=O)cc1	-2.5	5.3	2.3	-3.0	5.2	-9.6	-5.9
CCN(CC)C(=O)N1c2ccccc2Sc2ccccc21	1.4	3.4	-3.1	5.0	-5.1	26.7	-10.9
O=C1COc2ccc(S(=O)(=O)N3CCN(c4cccc(Cl)c4)CC3)cc2N1	-1.5	nt	-2.5	3.8	5.0	-34.8	-6.8
C[C@@H]1CN([C@H](C)CO)C(=O)c2cccc(N(C)C)c2O[C@H]1CN(C)S(=O)(=O)c1ccccc1	5.7	1.9	-1.2	3.2[16.7 µM]	1.9	-15.0	-4.3
C[C@@H]1CCCCO[C@@H](CN(C)C(=O)NC2CCCCC2)[C@@H](C)CN([C@@H](C)CO)C(=O)c2cc(NC(=O)Nc3cccc4ccccc34)ccc2O1	10.5	-1.7	0.1	2.1[16.7 µM]	-7.3	-12.5	-10.9
Cc1cc(C(=O)Nc2ccc3c(c2)C(=O)N(C)[C@H]2CC[C@H](CC(=O)O)O[C@@H]2CO3)no1	nt	nt	42.7	25.0[16.7 µM]	-3.0	4.3	-2.3
Cc1ccc(-c2nc(=O)[nH]c3ccccc23)cc1	-1.1	3.2	-1.6	1.9	-3.8	3.7	-7.0
COc1ccc(OC)c(NC2c3ncccc3C(=O)N2Cc2ccco2)c1 (configuration not stated)	16.0*	5.5	2.3	-2.7	2.4	11.5	-18.2
COc1ccc(CNC(=O)c2cc(C(C)=O)c[nH]2)cc1	-6.8	2.3	1.4	-2.7	-1.8	5.2	-2.8
Cc1cc(N2CCN(C(=O)c3ccoc3)CC2)n2nc(-c3ccccc3)cc2n1	-3.9	-11.9	0.6	-5.3	-7.2	-0.5	nt
O=C(O)C1Cc2ccccc2CN1C(=O)CSc1nnc2ccccn12 (configuration not stated)	0.5	-1.4	nt	nt	nt	nt	12.6
Cc1nnc(SCc2nc3sc4c(c3c(=O)[nH]2)CCCC4)[nH]c1=O	1.4	4.4	nt	nt	nt	nt	5.2
Cc1cccc(C(=O)OCC(=O)N2CCCC2=O)c1O	-1.7	-5.5	0.5	1.7	-2.7	0.3	18.3
O=C(NC12CCC(O)C(SC1)/C2=N/O)c1ccccc1 (configuration not stated)	nt	nt	1.2	1.0	-8.9	0.1	-6.4
O=C(OCC(=O)N1CCC(Cc2ccccc2)CC1)c1ccccc1NCCO	-7.1	5.2	nt	-7.0	nt	nt	-13.0
Cc1ccc(C(C)C)c2oc(=O)cc(-c3ccc(-c4ccc(C(F)(F)F)cc4)cc3)c12	-0.1	2.9	2.6	1.9	-11.0	0.4	-1.9
O=C(Nc1ccc([N+](=O)[O-])cc1)/C(=C/c1cccc([N+](=O)[O-])c1)NC(=O)C1CCCCC1	nt	nt	-0.5	40.8	13.1	-22.3	1.5
COc1ccc(/C=C/C(=O)N2CCN(c3ccccc3)CC2)cc1S(=O)(=O)N1CCOCC1	-1.4	-4.1	nt	nt	nt	nt	2.7
O=S(=O)(c1cccc2cccnc12)N1CCc2ccccc21	nt	nt	nt	1.3	4.2	34.2	-15.3
O=C(CNC(=O)c1sc2ccccc2c1Cl)NC1CC1	9.1	1.0	-0.6	-4.5	21.7	-3.1	-2.8
CN1c2ccc(-c3ccccc3F)cc2[C@H]2[C@H](CCN2S(=O)(=O)c2ccccc2)[C@@H]1CO	9.1	2.8	5.5	3.9[16.7 µM]	-2.4	-13.9	-7.7
O=C1CC(C(=O)Nc2ccc(Cl)cc2)n2ncnc2N1 (configuration not stated)	-4.0	3.4	nt	nt	nt	nt	-12.1
COc1ccc(CCN=C(N)NS(=O)(=O)c2ccc(F)cc2)cc1	-4.6	3.0	nt	nt	nt	nt	5.3
COc1ccc(-n2ccnc2SCC(=O)c2c(N)n(C3CC3)c(=O)[nH]c2=O)cc1	-3.0	6.7	0.3	-3.2	6.9	2.6	nt
O=C(Cn1c(=O)n(-c2ccc(F)cc2)c(=O)c2sccc21)N1CCCC1	0.1	3.8	-0.2	3.9	-9.0	2.3	27.1
OC1CCCC1	nt	-2.3	-0.1	-9.8	-9.6	2.0	nt
Cc1ccc(S(=O)(=O)N(C)C[C@@H]2Oc3ccc(NC(=O)Nc4ccccc4)cc3CC(=O)N([C@@H](C)CO)C[C@H]2C)cc1	5.8	-0.3	-1.9	-13.7[16.7 µM]	-0.8	13.6	9.1
CCn1c(-c2csc(-c3ccc(Cl)cc3)n2)n[nH]c1=S	nt	nt	-6.8	-8.1	5.6	16.5	-6.8
CCOc1ccc(NC(=O)CC2C(=O)N(c3ccccc3)C(=O)N2Cc2ccccn2)cc1 (configuration not stated)	nt	nt	-3.3	-7.5	11.9	39.1	2.3
CNC(=O)C(C)NS(=O)(=O)c1ccc(F)cc1 (configuration not stated)	nt	nt	-0.9	17.8	3.8	-4.1	-1.7
CCCCN(C=O)c1c(CC)nc2ccc(C(=O)N(CC)CCN(C)C)cn12	-4.3	7.6	-0.1	-1.5	-1.0	3.1	nt
O=C(Nc1ccccc1-c1nc2ccccc2s1)c1cccnc1	-1.2	3.6	nt	nt	nt	nt	17.4
COc1ccccc1NC(=O)N1CCCC1C(=O)NCC1CCCO1 (configuration not stated)	-2.2	-3.9	nt	nt	nt	nt	-4.9
CCOC(=O)c1cnc2ccc(C(=O)OC)cc2c1Nc1ccc2c(c1)OCCO2	nt	nt	-0.5	nt	3.3	nt	9.7
Cc1cc2c3c(c1)C(C)(c1ccccc1)CC(C)(C)N3C(=O)C21C(C#N)=C(N)OC2=C1C(=O)CC(C)(C)C2 (configuration not stated)	nt	nt	-0.8	12.9	0.6	34.8	-31.2
CCOC(=O)CCCCCN1C(=O)c2cccc3cccc(c23)C1=O	-0.8	-2.7	7.6	4.5	2.0	-6.1	1.0
C[C@H]1CN([C@@H](C)CO)S(=O)(=O)c2ccc(-c3cncnc3)cc2O[C@H]1CN(C)Cc1cccnc1	-2.9	-11.6	4.4	-0.1[16.7 µM]	-5.0	-15.6	-5.1
O=C(O)c1cnccn1	-3.5	3.8	0.6	-1.2	-2.3	3.4	12.1
CCN(CC)S(=O)(=O)c1ccc(N2CCOCC2)c(NC(=O)COc2ccc(C#N)cc2)c1	1.6	-4.6	-0.7	-3.9	-0.5	-1.8	1.4
CCCNC(=O)[C@@H]1[C@@H](CO)[C@@H]2Cn3c(ccc(-c4ccccc4)c3=O)[C@@H]2N1CC1CC1	0.2	-0.9	2.0	-2.5[16.7 µM]	5.8	1.2	-4.4
CCOC(=O)CN1C(c2ccccc2O)Nc2ccc(Br)cc2C1c1ccccc1 (configuration not stated)	-1.7	-2.6	nt	nt	nt	nt	-10.5
C[C@H]1CN([C@@H](C)CO)C(=O)c2cc(NC(=O)Cn3cnnn3)ccc2O[C@H]1CN(C)CC1CC1	2.6	-2.6	9.3	0.6[16.7 µM]	-9.1	-4.8	3.1
COCCNC(=O)/C(C#N)=C/c1cc(Br)c(O)c(OC)c1	3.9	2.7	nt	nt	nt	nt	1.3
O=C(Nc1ccccc1)Nc1ccccc1C(=O)NCc1ccccc1	nt	nt	-3.2	-1.5	4.9	4.8	nt
CO[C@@H]1CN(C)C(=O)c2cc(NS(=O)(=O)CC(F)(F)F)ccc2OC[C@@H](C)N(Cc2ccccn2)C[C@H]1C	nt	-1.0	-0.8	nt	-3.4	-12.7	8.6

Part of the list above, as a markdown table:
| mol | SIRT5 block | ERp5 block | Cneo AK release | miR-122 sensor | esBAF inh | C2C12 statin | ARNT-TACC3 inh |
| --- | --- | --- | --- | --- | --- | --- | --- |
| O=C(O)c1cnccn1 | -3.5 | 3.8 | 0.6 | -1.2 | -2.3 | 3.4 | 12.1 |
| CCN(CC)S(=O)(=O)c1ccc(N2CCOCC2)c(NC(=O)COc2ccc(C#N)cc2)c1 | 1.6 | -4.6 | -0.7 | -3.9 | -0.5 | -1.8 | 1.4 |
| CCCNC(=O)[C@@H]1[C@@H](CO)[C@@H]2Cn3c(ccc(-c4ccccc4)c3=O)[C@@H]2N1CC1CC1 | 0.2 | -0.9 | 2.0 | -2.5[16.7 µM] | 5.8 | 1.2 | -4.4 |
| CCOC(=O)CN1C(c2ccccc2O)Nc2ccc(Br)cc2C1c1ccccc1 (configuration not stated) | -1.7 | -2.6 | nt | nt | nt | nt | -10.5 |
| C[C@H]1CN([C@@H](C)CO)C(=O)c2cc(NC(=O)Cn3cnnn3)ccc2O[C@H]1CN(C)CC1CC1 | 2.6 | -2.6 | 9.3 | 0.6[16.7 µM] | -9.1 | -4.8 | 3.1 |

(continued)
SMILES	SIRT5 block	ERp5 block	Cneo AK release	miR-122 sensor	esBAF inh	C2C12 statin	ARNT-TACC3 inh
CCC(=O)N1C[C@H]2[C@@H](c3ccccc31)[C@@H](CO)N2Cc1ccccc1Cl	2.6	0.8	-1.0	-4.9[16.7 µM]	-1.0	20.4	-3.0
O=C(c1ccccc1Sc1ccccc1[N+](=O)[O-])N1CCCCC1	-3.6	-4.8	nt	nt	nt	nt	5.7
O=C(CN(C(=O)c1csnn1)c1ccc(F)c(Cl)c1)NC1CCCCC1	-1.1	3.7	3.9	-6.0	2.3	38.7	1.7
CCC(=O)Nc1ccc2c(c1)C(=O)N(C)C[C@H](OC)[C@H](C)CN(C(=O)Cc1ccccn1)[C@@H](C)CO2	-0.5	3.3	-5.7	nt	-7.5	-20.2	10.7
O=C(CSc1nc(-c2cccs2)cc(C(F)(F)F)n1)Nc1cc(OCC(F)(F)F)cc([N+](=O)[O-])c1	0.1	3.5	nt	nt	nt	nt	-1.5
Cn1cccc1C(=O)Nc1nccs1	nt	nt	-0.6	0.0	12.0	-0.9	0.3
